TRPML3 agonist – activates the human TRPML3 channel. Q8TDD5. HEK293 TRPML3-YFP, Fluo-8 calcium fluorescence; 100% = the carbachol control signal. activation, % at 3 µM. hit rate 0.29% among 220,000;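 active = activation above its plate's cutoff, the mean activation of the plate's test wells plus 3 SD, cut at about 12% in these data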;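 also: 0% = DMSO only wells and 100% = carbachol wells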
Target sequence (Q8TDD5 whole entry, looked up): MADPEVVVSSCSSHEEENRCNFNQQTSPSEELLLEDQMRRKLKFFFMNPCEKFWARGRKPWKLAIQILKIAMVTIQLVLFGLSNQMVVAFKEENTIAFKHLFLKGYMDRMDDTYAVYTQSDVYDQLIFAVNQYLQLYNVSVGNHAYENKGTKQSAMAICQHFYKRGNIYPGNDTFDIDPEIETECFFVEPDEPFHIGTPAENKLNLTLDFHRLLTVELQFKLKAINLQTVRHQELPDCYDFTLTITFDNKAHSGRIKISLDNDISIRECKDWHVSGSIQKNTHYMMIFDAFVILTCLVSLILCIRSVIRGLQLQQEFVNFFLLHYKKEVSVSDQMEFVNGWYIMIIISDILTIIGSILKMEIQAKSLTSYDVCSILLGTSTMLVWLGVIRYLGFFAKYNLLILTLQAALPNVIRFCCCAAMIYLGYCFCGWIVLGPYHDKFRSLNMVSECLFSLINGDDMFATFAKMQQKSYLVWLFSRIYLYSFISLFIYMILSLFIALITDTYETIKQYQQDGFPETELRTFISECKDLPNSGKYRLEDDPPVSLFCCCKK
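Test system – HEK293 line with stable expression of human TRPML3-YFP channel · Control set – carbachol 87 µM final as high control (100%), DMSO as low control (0%) · Signal – Fluo-8 calcium dye fluorescence, ex 470-495, em 515-575 nm · Incubation – 1-h 37 °C dye load, 5-s basal, 120-s post-compound reads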
zfTRPN1 agonist – agonists of zebrafish TRPN1 channel; HEK293 zebrafish TRPN1-YFP, Fluo-8 calcium fluorescence; 100% = response to 87 µM carbachol; activation, % at 3 µM; hit rate 0.18% among 220,000; AID 1424;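 active = activation above its plate's cutoff, the mean activation of test wells on that plate plus 3 SD, cut at about 19% in these data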;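 also: 0% = DMSO alone and 100% = 87 µM carbachol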
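System: zebrafish TRPN1-YFP in HEK293 cells / Dosing: 3 µM single point / Timing: dye loading 1 h at 37 °C, then 30 min room temperature / Signal: Fluo-8 calcium fluorescence, excitation 470-495 nm, emission 515-575 nm / Read-out basis: percent activation from peak over basal fluorescence ratio, control-normalized / Control set: high carbachol 87 µM, low DMSO alone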
TNF necrop inh – TNF-alpha cell death inhibition in Jurkat FADD-/- cells | activation (protection from cell death), % at 10 µM | Jurkat FADD-/- TNF necroptosis rescue, ATP luminescence, 24 h; 0 = TNF only, 100 = no-TNF cells | AID 463075 | hit rate 0.068% among 220,000;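 active = activation, meaning protection from cell death, of at least 50% relative to plate controls; inactive = activation below 50%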;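 also: necroptosis triggered by 40 ng/mL TNF-alpha added together with compound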
Ba/F3 V617F tox – reduce viability of Ba/F3 cells dependent on JAK2V617F; Ba/F3 EpoR-JAK2V617F viability, ATP luminescence; inhibition, % at 5.6 µM; hit rate 1.1% among 220,000;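 active = inhibition above the campaign mean plus 3 SD over all tested compounds, cut at about 24% in these data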;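 also: cytokine-independent growth of Ba/F3 cells driven by EpoR plus mutant JAK2; 0% = DMSO-treated cells and 100% = JAK inhibitor I control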
CHOP inh – inhibitors of CHOP induction in ER stress response. hit rate 3.8% among 220,000. AID 2732. inhibition, % at 10 µM. CHO-K1 CHOP-promoter luciferase, tunicamycin-induced, 15-18 h;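 active = compounds that reduced the stress-induced luciferase reporter signal by more than about 70% of percent inhibition, limit read from the data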;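 also: 0% = tunicamycin plus vehicle and 100% = wells without tunicamycin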
RBBP9 inhibitor – human RBBP9 hydrolase inhibition; inhibition, % at 7.94 µM; hit rate 0.2% among 220,000; O75884; recombinant RBBP9, FP-Rh probe fluorescence polarization;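 active = inhibition above the campaign mean of all tested compounds plus 3 SD, cut at about 14% in these data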;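 also: plate controls were DMSO wells with RBBP9 for no effect and wells lacking RBBP9 protein for full effect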
Target sequence (O75884 whole entry, looked up): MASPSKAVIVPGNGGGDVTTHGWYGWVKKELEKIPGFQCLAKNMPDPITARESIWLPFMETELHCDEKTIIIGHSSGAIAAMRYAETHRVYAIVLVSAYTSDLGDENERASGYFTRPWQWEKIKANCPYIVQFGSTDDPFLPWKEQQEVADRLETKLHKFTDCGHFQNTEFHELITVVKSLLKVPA
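Measured by: FP readout at 525/598 nm; material: recombinant human RBBP9; also added: Serine-hydrolase probe FP-Rh, 375 nM pre-mixing; medium: Tris buffer pH 8.0, NaCl, Pluronic; replication: one well per compound; doses: one concentration, 7.94 µM nominal, 0.794% DMSO; timing: preincubation 30 min plus labeling 45 min at 25 °C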
Wee1 stabilizer – human Wee1 degradation inhibition, primary screen. P30291. hit rate 1.2% among 220,000. reporter increase, % at 5 µM. HeLa Luc-Wee1K328M stability, luciferase luminescence; 100% = proteasome inhibitor MG132 effect;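 active = activation above the mean of all tested compounds plus 3 SD, set per screening run, cut at about 8.8% in these data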;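 also: cells exposed to compound for 20 h before luminescence read; 0% = DMSO alone and 100% = MG132 at 30 µM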
BaF3 parental – counter-screen for JAK2V617F inhibitors: parental Ba/F3 viability inhibitors | CellTiter-Glo ATP luminescence | hit rate 1.1% among 220,000 | inhibition, % at 5.6 µM | AID 1486;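 active = inhibition above a per-campaign cutoff, the mean inhibition of all tested compounds plus 3 SD, cut at about 27% in these data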;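 also: 0% = DMSO wells and 100% = JAK Inhibitor I control wells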
PPC-1+TRAIL kill – PPC-1 cancer cell killing with TRAIL present; hit rate 0.41% among 220,000; PPC-1 cells + TRAIL, ATPLite viability luminescence; cell killing (% activity), % at 4 µM; AID 1443;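 active = cell killing above 50% in the first pass at 4 µM, then a duplicate retest at 5 µM averaging 50% or more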;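 also: plate controls were cells with TRAIL plus DMSO for no effect and medium-only wells lacking cells for full effect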
* marks the source's active call; other numbers are inactive results; nt = no result given.

cpd	mol	RBBP9 inhibitor	PPC-1+TRAIL kill	CHOP inh	TRPML3 agonist	TNF necrop inh	Wee1 stabilizer	BaF3 parental	zfTRPN1 agonist	Ba/F3 V617F tox
1	Cc1nnc(SCC(=O)Nc2ncc3c(n2)CC(c2ccccc2)CC3=O)s1 (centres undefined)	7.1	4.1	18.3	0.4	-0.6	3.7	3.3	0.2	-1.6
2	O=C1c2cccc3cccc(c23)C(=O)N1CC1CCCO1 (centres undefined)	5.2	40.7	25.7	0.4	-0.7	0.7	6.2	0.7	0.5
3	CN(C)S(=O)(=O)c1ccc(Cl)c(NC(=O)COC(=O)c2ccc3c(c2)NC(=O)CS3)c1	-13.9	-8.6	20.2	1.1	-1.7	-0.9	4.0	0.3	-0.9
4	O=C(N/N=C/c1ccc(O)c(O)c1)c1cccc(S(=O)(=O)N2CCCCC2)c1	-1.6	20.0	-2.8	0.0	-1.6	-0.1	1.4	1.0	2.7
5	Nc1ccc2nc3c(=O)n(CCc4ccccc4)c(=O)[nH]c3nc2c1	3.6	6.4	-6.7	22.8*	-3.1	0.2	3.3	90.8*	1.3
6	COc1ccc(OCC(=O)Nc2cccc(-c3nc4ccccc4[nH]3)c2)cc1	-30.6	23.4	0.2	1.1	-11.4	-1.2	5.1	1.3	3.5
7	Cc1ccc(CNC(=O)COC(=O)Cn2nc(C)c([N+](=O)[O-])c2C)cc1	2.9	12.3	-4.7	0.3	-1.9	-1.1	7.4	-0.6	-0.6
8	O=C(NC1CCCCC1)C1CC(=O)N(c2ccc(Cl)cc2)C1 (centres undefined)	-6.8	12.8	5.7	-0.4	1.7	0.6	-3.7	0.8	-2.8
9	Cc1ccc(C(=O)NNC(=O)C2CCN(S(=O)(=O)c3ccc(C)cc3)CC2)cc1	-6.0	24.9	16.2	0.4	2.1	-0.4	-1.7	-0.3	-4.1
10	Cc1[nH]c2ccccc2c1/C=N/NC(=O)c1cc(-c2cccs2)[nH]n1	2.9	5.8	8.5	0.5	-2.3	-1.7	4.3	1.8	-0.2
11	Cc1cc(Cl)ccc1NC(=O)CSc1nnc(-c2ccncc2)n1Cc1ccco1	-8.1	13.3	1.3	0.1	1.2	0.2	4.5	-0.2	-1.1
12	CCOC(=O)c1nnc(-c2cccs2)nc1Oc1ccc(Cl)cc1	6.5	19.0	33.2	1.0	-8.3	4.4	1.7	-0.2	-2.6
13	COCCN=C1NC(=O)C(CC(=O)Nc2cccc(Cl)c2C)S1 (centres undefined)	-10.0	4.8	32.1	0.2	0.0	-0.2	2.5	0.8	0.1
14	CC(C)Sc1nsc2nc(=O)c(/C=C3\C=Nc4ccccc43)c(N)n12	-6.7	-11.3	17.9	0.3	-0.2	2.1	1.4	-0.8	-0.7
15	Cc1cc(C2C(C#N)=C(N)Oc3n[nH]c(C)c32)c(C)s1 (centres undefined)	-5.2	38.6	-6.1	-0.1	-5.2	2.1	-0.4	3.0	-4.5
16	COc1ccc(C2=NN(S(C)(=O)=O)C(c3ccc4nccnc4c3)C2)cc1 (centres undefined)	2.0	10.4	7.9	0.6	1.0	-0.5	6.0	-1.5	-1.2
17	O=C1c2ccccc2CN1CCNS(=O)(=O)c1ccc(Cl)cc1	-0.1	23.1	-15.2	-0.9	-2.4	-0.3	10.6	0.0	2.9
18	C=CCc1c(C)nc(SC)nc1Nc1ccc(C(=O)O)cc1	-5.1	-4.2	11.8	0.1	-1.8	0.1	2.6	-1.2	-0.8
19	CCOC(=O)C(C)Sc1nc2c(c(-c3cccs3)c1C#N)CCC2 (centres undefined)	-9.5	5.5	31.1	0.5	2.3	0.9	3.3	-1.7	-0.2
20	Cc1cccc(NC(=O)c2cnc3sccn3c2=O)n1	-4.2	nt	nt	1.2	-0.4	-0.1	2.8	0.8	0.6
21	Nc1nc(NCCCN2CCOCC2)nc(Nc2ccc(Cl)cc2)c1[N+](=O)[O-]	-4.7	6.7	5.5	0.1	0.4	0.2	4.7	1.6	3.4
22	CCOC(=O)N1CCC(c2cc(=O)n3[nH]ccc3n2)CC1	-4.8	21.9	13.6	0.9	1.4	-2.0	5.1	1.6	-0.2
23	Cc1ccc(CN2CCN(/N=C/c3cc(Br)ccc3O)CC2)cc1	-6.7	5.3	34.2	0.8	-3.8	-2.8	1.6	1.4	-2.0
24	CC(C)CCn1c(SCc2ccc(Cl)cc2)nc2c1c(=O)[nH]c(=O)n2C	-4.7	12.1	96.5*	1.1	-5.5	5.7	7.7	0.3	2.5
25	CCOC(=O)CNC(c1ccccc1)c1cc(Br)ccc1NC(=O)OCC (centres undefined)	-9.0	5.4	34.8	-0.8	-2.7	-0.8	-0.5	-2.6	-0.3
26	Cc1ccc(S(=O)(=O)N2CCC(=O)N(C(COCc3ccccc3)Cc3ccccc3)CC2)cc1 (centres undefined)	1.1	25.7	30.0	-0.1	2.8	-1.7	3.5	0.9	8.1
27	O=C(Nc1cccc(-c2nc3ccccc3o2)c1)c1ccc(N2C(=O)C3C4C=CC(C4)C3C2=O)cc1 (centres undefined)	-0.3	13.0	71.1*	1.5	2.2	1.1	1.0	3.7	0.1
28	Cc1noc(NS(=O)(=O)c2ccc(NC(=O)CCCOc3ccc(Cl)cc3Cl)cc2)c1C	-8.5	20.9	3.7	-0.2	-0.2	5.0	3.0	0.0	-0.7
29	C=CCNC(=O)C1CCCN(S(C)(=O)=O)C1 (centres undefined)	-5.3	11.6	9.1	1.0	-2.3	-1.8	-2.5	-0.7	1.6
30	COC(=O)c1ccc(N2CCC(c3cc(-c4ccc(OC)cc4)n[nH]3)CC2)c([N+](=O)[O-])c1	-13.0	22.2	78.8*	0.2	3.5	-2.5	-0.2	0.7	-3.7

Whole records, quoted from the list. Values in the order: RBBP9 inhibitor, PPC-1+TRAIL kill, CHOP inh, TRPML3 agonist, TNF necrop inh, Wee1 stabilizer, BaF3 parental, zfTRPN1 agonist, Ba/F3 V617F tox
Cc1ccc(CN2CCN(/N=C/c3cc(Br)ccc3O)CC2)cc1 is listed with -6.7, 5.3, 34.2, 0.8, -3.8, -2.8, 1.6, 1.4, -2.0
CC(C)Sc1nsc2nc(=O)c(/C=C3\C=Nc4ccccc43)c(N)n12 is listed with -6.7, -11.3, 17.9, 0.3, -0.2, 2.1, 1.4, -0.8, -0.7

Next records
cpd	mol	RBBP9 inhibitor	PPC-1+TRAIL kill	CHOP inh	TRPML3 agonist	TNF necrop inh	Wee1 stabilizer	BaF3 parental	zfTRPN1 agonist	Ba/F3 V617F tox
31	Cc1ccc(CN(C)C(=O)c2ccccc2Oc2ccccc2)o1	-8.8	-3.7	-24.3	-0.2	-5.4	5.5	4.8	-1.8	1.5
32	CC(C)CC(=O)N=C1SC2CS(=O)(=O)CC2N1Cc1ccccc1 (centres undefined)	6.8	39.3	-17.1	0.6	1.0	1.1	2.7	1.6	-1.3
33	Cc1nn(-c2ccccc2)c(OC(=O)c2cccs2)c1S(=O)(=O)c1ccccc1	-6.2	21.1	105.8*	0.2	-0.4	0.6	-1.4	1.1	-2.0
34	COCCN1CCN(Cc2cn(C)nc2-c2ccc(Oc3ccccc3)cc2)CC1	-1.4	16.9	4.1	0.7	0.3	2.9	1.5	0.9	1.6
35	CC1CCc2nn(CC(=O)NCCC3=CCCCC3)cc2C1 (centres undefined)	-8.5	9.2	55.2	-0.4	0.9	2.4	4.7	-0.1	0.3
36	Cc1noc(C)c1C(=O)Nc1ccc(Cl)cc1C(F)(F)F	-0.2	5.1	-3.3	-0.4	-1.7	8.2	1.1	-1.1	-2.2
37	Cc1cc(C(=O)COC(=O)c2n[nH]c3ccccc23)c(C)n1C	-7.5	30.3	28.2	0.6	-2.2	3.9	0.7	1.1	-1.3
38	Cn1c(=O)cc(OCCCC(=O)NCc2ccco2)c2ccccc21	0.4	10.1	-13.9	0.6	-4.4	0.0	2.2	0.8	-0.8
39	CCOc1ccc2nc(NS(=O)(=O)c3ccc(NC(C)=O)cc3)sc2c1	-1.3	-0.1	1.6	0.8	-0.3	2.5	2.8	0.3	1.1
40	CCc1cc(C(=O)O)c(NC(=O)/C=C/c2ccc(OC)c(OC)c2)s1	-7.0	-12.5	8.6	-1.4	0.7	0.0	8.4	-0.8	3.1
41	c1ccc(-c2nc(NCC3CCCO3)c3oc4ccccc4c3n2)cc1 (centres undefined)	-7.4	2.8	32.3	-0.2	0.8	-1.4	5.8	-1.6	-2.8
42	Cc1ccccc1CS(=O)(=O)c1nnc([C@H](Cc2ccccc2)NC(=O)OC(C)(C)C)o1	2.5	23.8	112.1*	0.9	-13.3	-0.8	1.8	-1.0	37.3*
43	CCc1ccc(OCCOCC(O)CNC2CCCC2)cc1 (centres undefined)	5.0	-5.6	10.3	1.6	1.0	-1.0	4.1	0.2	-1.1
44	Nc1nncn1C(=O)CCCN1C(=O)c2ccccc2C1=O	5.9	12.3	25.6	0.8	-1.1	-1.5	1.3	1.6	-0.5
45	CCOC(=O)CSc1ccc(S(=O)(=O)N(C)C2CCCCC2)cc1[N+](=O)[O-]	4.9	24.6	39.6	6.5	0.6	-1.3	1.6	-1.6	-4.6
46	COc1ccc(NC(=O)CSc2nnc(-c3cccs3)n2Cc2ccco2)cc1OC	-4.3	13.0	12.5	-0.7	0.2	2.4	-1.3	-0.6	-0.1
47	CC(=O)c1nn(-c2ccc(Br)cc2)cc1C(=O)c1ccccc1	-6.5	-3.2	31.8	0.5	1.3	-0.7	6.7	-1.5	2.2
48	Cc1cc(O)c(C=O)c2c1C(=O)Oc1c(CO)c(O)c3c(c1O2)C(O)OC3=O (centres undefined)	31.6*	8.1	14.0	-0.5	1.8	-0.2	-5.3	-0.5	-1.0
49	Cc1cccc(N2C(=S)N=C(Nc3c(C)cccc3C)C23CCOC(C)(C)C3)c1 (centres undefined)	-4.2	7.5	-1.6	0.3	0.0	4.9	8.6	-0.7	0.1
50	Cn1c(Cn2c(=O)sc3ccccc32)nnc1SCc1ccccn1	-5.7	0.2	9.2	0.5	-0.3	-3.4	1.6	-0.6	-2.2
51	COc1ccccc1C(=O)N1CC2(C)CC1CC(C)(C)C2 (centres undefined)	-3.7	6.3	16.7	0.5	-0.8	0.7	0.7	0.2	-1.2
52	Cc1ccccc1Nc1nnc(SCc2cc([N+](=O)[O-])cc3c2OCOC3)s1	-7.5	17.5	34.9	0.2	-2.2	-1.4	2.1	-1.6	-3.9
53	CCSc1nc(N2CCOCC2)c2c(c1C#N)CC(C)(C)N(C)C2	-3.4	-4.4	10.2	1.0	0.9	0.9	6.8	-0.4	4.2
54	CCc1ccc(N(C(=O)c2csnn2)C(C(=O)NC(C)(C)CC)c2ccccn2)cc1 (centres undefined)	-10.0	14.5	20.8	-0.1	-1.1	3.2	6.5	-1.2	0.0
55	CCn1cc(C(=O)OCC(=O)N2C(C)CCCC2C)c(=O)c2ccc(C)nc21 (centres undefined)	-9.5	3.9	1.8	0.5	0.3	11.3*	1.1	-0.6	0.9

The order is random; about 6.8% have a hit in one of these screens.
